aSyn 5UTR inh – MLPCN primary screen, SNCA 5' untranslated region; alpha-synuclein 5'UTR reporter, inhibitor activity; inhibition, % (tested at 7.5 µM); actives 0.82% (n = 300,000); AID 1813, 2009; in the data active = inhibition above about 60%; inconclusive = no clear call, values can overlap the other calls;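 also: H4 neuroglioblastoma cells stably carrying SNCA 5'UTR luciferase fusion; 0% = DMSO wells and 100% = positive control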
Platelet DG rel – inhibitors of platelet dense granule secretion, primary screen, cell-based, MLPCN, human platelets | human platelet-rich plasma, SFLLRN dense granule ATP release, luminescence | inhibition, %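 (compounds screened at 7.5 µM in platelet-rich plasma)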 | actives 0.22% (n = 300,000) | AID 1663, 2009;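 active = mean replicate score, as percent of positive control, at or above 50; inconclusive = mean below 50 but at least one replicate at or above 50; inactive = mean and every replicate below 50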
HSF1 activator – HSF-1 activators, primary screen, NIH3T3-HGL cells, MG132 stress, luminescence, single point. NIH3T3-HGL HSF-1 luciferase reporter, 8 h; 100% = twice DMSO control signal. actives 1.7% (n = 300,000). activation, % at 9 µM;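 active = mean replicate activation of at least 50% with a set share of replicates each reaching 50%; inconclusive = only one of those two conditions met; inactive = mean below 50% and too few replicates reaching it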;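 also: 0% = median of the neutral control wells and 100% = twice that signal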
HDAC3 inhib – HDAC3 deacetylase inhibitors, primary screen, biochemical, fluorescence, cell-free homogeneous; Histone deacetylase 3 (Homo sapiens), O15379; recombinant HDAC3, fluorogenic peptide/trypsin coupled; inhibition, % at 8.3 µM; actives 0.15% (n = 320,000); in the data active = inhibition above about 26%, passing the limit was not always enough; inconclusive = no clear call, values can overlap the other calls
Target sequence (O15379 whole entry, looked up): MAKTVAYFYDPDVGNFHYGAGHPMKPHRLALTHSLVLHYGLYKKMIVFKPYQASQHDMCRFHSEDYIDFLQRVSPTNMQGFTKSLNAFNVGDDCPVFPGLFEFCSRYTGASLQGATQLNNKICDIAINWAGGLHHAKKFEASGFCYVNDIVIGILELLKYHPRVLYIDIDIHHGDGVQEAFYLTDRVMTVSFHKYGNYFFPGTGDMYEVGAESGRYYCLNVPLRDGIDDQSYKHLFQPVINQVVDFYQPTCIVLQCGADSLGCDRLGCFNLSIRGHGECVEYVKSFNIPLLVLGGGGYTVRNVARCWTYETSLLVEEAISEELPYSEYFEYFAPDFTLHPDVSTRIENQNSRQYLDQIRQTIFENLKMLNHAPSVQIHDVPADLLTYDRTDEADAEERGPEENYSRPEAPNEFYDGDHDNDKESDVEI
HSP90 inh – HSP90 inhibitors, primary screen, cell lysate, luminescence | Rabbit reticulocyte lysate, luciferase refolding luminescence, 3 h | inhibition, % at 5.6 µM | actives 0.91% (n = 290,000) | AID 1789, 2009;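 active = inhibition above the screen-wide mean plus 3 SD, computed separately per campaign, cut at about 16% in these data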;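 also: 0% = DMSO wells and 100% = 60 µM geldanamycin wells; inhibitors lower the luminescence because luciferase stays unfolded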
AI-2 QS mod – Vibrio harveyi AI-2 quorum sensing modulators, primary screen, JMH597 strain, luminescence/OD600 ratio; Vibrio harveyi JMH597 AI-2 luminescence/OD600 ratio, 9 h; active compounds read low; strain lacks LuxN and CqsS sensors; 0 = neutral-control median; activity change, % at 7.5 µM; actives 0.4% (n = 300,000); AID 2094, 2009; in the data active = activity change below about -75%, passing the limit was not always enough; inconclusive = no clear call, values can overlap the other calls;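 also: luminescence divided by OD600 gain over 9 h not by final OD600 alone; inactives centre near 13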
HSF1 inhib – HSF1 inhibitors in luciferase reporter cells, primary screen, cell-based, NIH3T3, luminescence; NIH3T3-HGL HSE-luciferase, MG132-induced, luminescence 8 h; active compounds read low; activity change, negative = inhibition, % at 7.5 µM (by protocol); AID 2098, 2009; actives 0.77% (n = 300,000);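 active = more than half of replicate wells show activity change below -50%, luminescence cut by over half; inconclusive = some wells, but at most half, below -50%; inactive = no replicate well below -50%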;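 also: luciferase reports HSF-1 transcriptional activity via heat shock element; 0% = median of DMSO wells and -100% = zero luminescence signal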
KLF5 inh – KLF5 expression inhibitors, primary screen, DLD-1 cells, luminescence; inhibition, % at 5 µM; AID 1700, 2009; DLD-1 KLF5 promoter-luciferase reporter; actives 0.23% (n = 290,000);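 active = inhibition above a per-plate limit of that plate's mean compound inhibition plus 3 SD, cut at about 60% in these data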;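 also: 0% = DMSO wells and 100% = LY294002 at 200 µM; higher means less KLF5 promoter-driven luciferase light; inactives centre near -14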
HIF act – HIF pathway transcriptional activators, primary screen, cell-based, U2OS HRE-luciferase, luminescence; U2OS HRE-luciferase reporter; normalized: DMSO 0%, desferrioxamine 100%; activation, % at 7.5 µM (by protocol); actives 0.32% (n = 300,000);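 active = mean activation of at least 10% of the iron chelator positive control signal, with at least half of replicates also reaching 10%; inconclusive = mean and replicate majority disagree about reaching 10%; inactive = mean and most replicates under 10%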
IEC-6 cytotox – cytotoxicity in IEC-6 intestinal epithelial cells, primary screen, cytotoxicity control for KLF5 inhibitor project, cell-based, luminescence. inhibition, % at 5 µM. AID 1825, 2009. actives 0.78% (n = 290,000). IEC-6 cytotoxicity, luminescence viability; in the data active = inhibition above about 22%;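 also: 0% = plate median of test compound wells and 100% = cytotoxic reference compound wells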
* = called active by the depositor; ? = inconclusive; / = no result given. Random draw from the library. Share with any hit: about 5%.

no.	Compound	aSyn 5UTR inh	Platelet DG rel	HSF1 activator	HDAC3 inhib	HSP90 inh	AI-2 QS mod	HSF1 inhib	KLF5 inh	HIF act	IEC-6 cytotox
1	Cc1cccc(C)c1NC(=O)N1CCC(C(=O)c2ccc(F)cc2)CC1	12	2	-7	-2	-4	-6	-2	7	1.4	1
2	N/C(=N/OC(=O)c1ccccc1Cl)c1nonc1N	-85	54*	3	13	-3	10	-11	-27	0.1	-4
3	O=C(COc1cccc(F)c1)Nc1ccc2[nH]c(=O)[nH]c2c1	14	7	-2	-4	-1	21	-1	-12	-0.5	-1
4	O=C(c1cccc([N+](=O)[O-])c1)c1ccc2c(c1)OCCOCCOCCOCCO2	23	13	-3	6	-1	17	0	-32	0.0	5
5	Cc1ccc(/C=N/NC(=O)c2cccnc2)o1	-6	0	-3	6	2	14	-5	-36	0.1	3
6	Cc1ncc(CN2CCCC(C(=O)Nc3ccc(-c4cscn4)cc3)C2)cn1 (centres undefined)	-6	1	5	7	-1	17	-1	-20	0.3	4
7	Cc1ccc(Nc2nnc(C3C(=O)N(C)C4(C)CC3c3cc(Br)ccc3O4)s2)cc1 (centres undefined)	25	5	-5	1	3	2	1	-14	-0.5	-2
8	CCN(CC(=O)NCc1ccncc1)S(=O)(=O)c1ccc(OC)cc1	-6	8	-22	-7	-4	21	-3	-4	-0.5	-1
9	O=C(COC(=O)/C=C/c1ccc(S(=O)(=O)N2CCOCC2)cc1)NCc1ccc2c(c1)OCO2	6	8	-10	-5	-2	-48	-6	-5	0.1	-4
10	CC(Sc1nnc(CNC(=O)c2ccco2)n1C)C(=O)Nc1nccs1 (centres undefined)	0	-17	-2	2	3	14	-8	4	-21	0
11	C#CCOc1c(Br)cc(/C=C2/C(=O)ON=C2C)cc1OC	-2	5	-6	-2	0	28	-9	-41	-0.6	-2
12	CC(=O)Nc1cccc(OCCCNC(=O)c2cccc3ccccc23)c1	-16	-5	5	-1	4	19	15	-35	0.3	0
13	O=C1/C(=C/c2ccccc2)SC(=S)N1CC(=O)N1CCCCC1c1cccnc1 (centres undefined)	-30	10	23	5	-1	12	2	-27	0.5	-8
14	Cc1cc(C)cc(NC(=O)NC2CCN(CC(=O)Nc3cccc(Cl)c3C)CC2)c1	27	-2	3	-3	2	34	-2	-6	-0.1	4
15	COC(=O)c1ccc(CSc2nc(-c3ccco3)cc(C(F)(F)F)n2)o1	11	0	-2	19	4	20	-6	19	0.0	-5
16	Cc1cc(Br)ccc1OCC(=O)N1CCCCCC1	-24	-1	16	-3	5	34	7	-92	-9.6	-5
17	CCOC(=O)c1ccc(NC(=O)CN2C(=O)CN(C(C)=O)C2=S)cc1	-27	2	38	-1	0	27	-1	-15	-15	-1
18	c1ccc2c(c1)ncn2-c1ncnc2sc3c(c12)CCCC3	4	0	-2	-1	5	21	-11	-14	1.0	6
19	COc1ccc(S(=O)(=O)Oc2ccc3c(c2)O/C(=C\c2cccnc2)C3=O)cc1	-8	-11	7	-3	-2	6	-5	-20	0.1	2
20	COc1ccc(/C=C(\NC(=O)c2ccc(C)cc2)C(=O)NCCCN2CCOCC2)cc1OC	9	0	4	-1	-1	14	-10	8	0.0	4
21	COCCN1CCN(Cc2cn[nH]c2-c2cc3ccccc3o2)CC1	-2	1	-18	-1	-3	13	4	-31	-0.2	1
22	COc1ccc(S(=O)(=O)N2CCOCC2)cc1NC(=O)CSc1ccccc1	3	10	-11	0	-4	15	4	-64	-0.1	4
23	O=C(NCc1cccnc1)/C(=C/c1ccc(Cl)cc1)NC(=O)c1ccccc1	-9	5	16	1	0	/	-6	-1	0.3	-2
24	CCn1c2ccccc2c2cc(NC(=O)COC(=O)c3cc(S(=O)(=O)N4CCCCC4)ccc3Cl)ccc21	17	28	-8	-2	1	12	-5	-3	0.8	0
25	O=C(COC(=O)c1cccnc1)Nc1ccc(F)cc1	26	-1	8	2	-3	0	-1	1	0.2	3

(list continues)
no.	Compound	aSyn 5UTR inh	Platelet DG rel	HSF1 activator	HDAC3 inhib	HSP90 inh	AI-2 QS mod	HSF1 inhib	KLF5 inh	HIF act	IEC-6 cytotox
26	CC(C)(C)NS(=O)(=O)c1ccc(OCC(=O)NCc2ccco2)cc1	-16	0	-6	5	0	4	5	-2	-0.2	4
27	CN1CCN(Cc2nc3c(c(=O)[nH]c(=O)n3C)n2Cc2c(F)cccc2Cl)CC1	5	-3	3	2	/	34	0	/	0.5	/
28	S=C(Nc1cccc(Cl)c1)N1CCN(c2ccccn2)CC1	-2	-4	18	-1	-2	32	3	-6	-9.3	-2
29	O=C(Cc1csc(-c2ccccc2)n1)NCc1ccccc1F	-7	-2	18	-2	-1	6	3	-13	2.1	1
30	O=C(CSc1nccn1-c1cccc(Cl)c1)NC1CCCC1	22	-2	-3	-1	5	16	0	24	-0.3	6
31	COc1ccc2nc(N=Nc3ccc(O)c4ccccc34)sc2c1	59	0	-8	1	3	23	-16	9	0.3	6
32	CCN(CC)CCN1C(=O)C(=O)/C(=C(/O)c2ccc(OC)c(OC)c2)C1c1ccccn1 (centres undefined)	-13	-26	-4	4	0	-11	1	-34	-21	5
33	COc1cc(CNc2ccc3[nH]c(=O)[nH]c3c2)ccc1OCc1cccc(C)c1	-84	-3	26	-13	-3	26	12	-28	0.5	-5
34	Cc1nn(CCCC(=O)Nc2cccnc2Cl)c(C)c1[N+](=O)[O-]	13	3	-11	/	1	18	-3	-25	0.0	-6
35	CC(Sc1cccc[n+]1[O-])C(=O)Nc1ccc([N+](=O)[O-])cc1Cl (centres undefined)	12	0	-6	1	1	-7	6	1	0.4	9
36	COC(=O)COc1ccc(C(C2C(=O)CC(C)(C)CC2=O)C2C(=O)CC(C)(C)CC2=O)cc1	10	-1	3	-1	4	6	7	-7	1.0	4
37	CCOc1ccc(S(=O)(=O)N(C)CC(=O)NC2CCCC2)cc1	-4	-7	1	1	-7	22	-6	-15	0.1	-9
38	CCCC(=O)Nc1ccc(Cl)c(NC(=O)c2ccco2)c1	3	1	-2	-1	1	6	-1	-19	/	-1
39	COc1ccc(C2C(C(=O)c3ccco3)=C(O)C(=O)N2CCc2ccccc2)cc1OC (centres undefined)	/	/	/	11	-2	/	/	-12	/	-8
40	O=C(CN1C(=O)/C(=C/c2ccc(Cl)cc2)SC1=S)NC1C=CS(=O)(=O)C1 (centres undefined)	-35	-10	7	0	-3	31	6	-23	-0.3	-15
41	O=C1CCC([N+](=O)[O-])C(c2ccc(Cl)c([N+](=O)[O-])c2)N1 (centres undefined)	11	-3	-13	?	4	8	-3	-1	-0.5	-1
42	CCCC(=NCc1ccccc1)C1=C(O)C(C(=O)OC)C(C)(C)CC1=O (centres undefined)	24	-3	-4	1	2	12	-4	3	-0.3	3
43	NC(=O)C1CCN(C(=O)/C(=C/c2ccco2)NC(=O)c2ccccc2)CC1	15	-8	14	5	0	4	-3	-3	0.5	0
44	CCCN1C(=O)CC(c2ccco2)Sc2ccccc21 (centres undefined)	34	9	19	6	1	-10	9	-27	0.1	2
45	O=C(Nc1c2c(nn1-c1ccccc1)CS(=O)(=O)C2)c1ccccc1Br	9	-1	-5	3	-3	23	-8	-18	0.3	-1
46	CC(C)(C)[C@@H]1CCC(=O)N(CC[C@H](N=[N+]=[N-])c2ccccc2)CC1	-43	4	17	2	-2	7	2	-12	0.8	0
47	O=C(Nc1ccc(Cl)cc1)c1ccc2ncsc2c1	-227	/	22	3	2	9	7	-197	3.1	5
48	Cc1ncc(CN2CCCC(C(=O)Nc3ccc(-c4cccc(F)c4)cc3)C2)s1 (centres undefined)	28	-5	7	6	-3	0	-4	-10	0.2	-4
49	COc1ccc(NC(=O)c2ccccc2NS(C)(=O)=O)cc1OC	8	-26	0	-3	-3	24	-2	-10	-0.1	4
50	Fc1ccc(C2CCCN2Cc2nc(-c3cnccn3)no2)cc1 (centres undefined)	-26	0	-1	-2	0	17	-12	-19	0.1	-2

One compound at a time, from the list above. Screens in order: aSyn 5UTR inh	Platelet DG rel	HSF1 activator	HDAC3 inhib	HSP90 inh	AI-2 QS mod	HSF1 inhib	KLF5 inh	HIF act	IEC-6 cytotox
Shown for O=C(Nc1ccc(Cl)cc1)c1ccc2ncsc2c1 = -227	/	22	3	2	9	7	-197	3.1	5
Shown for CCCN1C(=O)CC(c2ccco2)Sc2ccccc21 (centres undefined) = 34	9	19	6	1	-10	9	-27	0.1	2

Next part.
no.	Compound	aSyn 5UTR inh	Platelet DG rel	HSF1 activator	HDAC3 inhib	HSP90 inh	AI-2 QS mod	HSF1 inhib	KLF5 inh	HIF act	IEC-6 cytotox
51	COc1ccnc(Oc2ccccc2)c1C#N	23	2	0	0	-4	13	3	-30	-0.1	0
52	CCOC(=O)N1CCC(NC(=O)CCS(=O)(=O)c2ccc3c(c2)CCN3C(=O)CC)CC1	7	3	2	2	-1	21	-13	-6	0.8	2
53	COc1cccc(C(=O)Nc2ccc3c(c2)C(=O)N(CC2CCCO2)C3=O)c1 (centres undefined)	-41	-34	17	-3	0	8	4	-71	1.0	2
54	CC1OC(C)(C)OC1C1CNc2nc(NC(=O)C(C)(C)C)[nH]c(=O)c2N1C(=O)c1cccnc1 (centres undefined)	2	16	1	0	-4	6	3	-2	-0.3	-2
55	COc1ccc(CCN2C(=O)CSC2=S)cc1OC	-9	-7	-9	4	2	13	-4	-16	0.5	-9

High-throughput results from PubChem BioAssay.
